TSG101-PTAP inh = blocks PTAP/TSG101 interaction to inhibit HIV-1 budding; Q99816; Fluorescence polarization, FITC-PTAP peptide / Tsg101 binding; Potency, µM (highest dose often 115 µM), for inactives: at the top dose activity change, negative = inhibition, most hits filed as inhibitors; AID 493005; 340,000 tested, under 10 active; active = well fitted inhibition curve with a large enough effect in the main read-out, with a control signal flat, not every such curve was filed as active; inconclusive = small, poorly fitted or top-dose-only effect, or effect the other way, or a change in a side signal; inactive = no such curve, though single readings can be large or run the other way; note: potency is the fitted concentration of half-maximal effect; % of control where 0% means no effect
Target sequence (Q99816 whole entry, looked up): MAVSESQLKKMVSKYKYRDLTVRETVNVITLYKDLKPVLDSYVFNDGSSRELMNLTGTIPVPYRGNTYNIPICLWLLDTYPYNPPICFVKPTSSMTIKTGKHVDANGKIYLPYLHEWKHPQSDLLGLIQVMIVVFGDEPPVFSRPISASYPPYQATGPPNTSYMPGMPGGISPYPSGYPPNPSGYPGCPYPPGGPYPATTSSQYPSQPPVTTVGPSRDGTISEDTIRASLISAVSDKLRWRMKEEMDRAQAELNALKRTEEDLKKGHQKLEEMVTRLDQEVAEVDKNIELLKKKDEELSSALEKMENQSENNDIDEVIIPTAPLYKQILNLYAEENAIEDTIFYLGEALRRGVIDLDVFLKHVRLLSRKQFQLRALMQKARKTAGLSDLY
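Fluorescence polarization binding of Tsg101 binding domain (10 uM final) to FITC-labeled PTAP peptide (50 nM final) in HEPES pH 7.5 buffer with NaCl, Tween 20, EDTA, TCEP. Compounds added before peptide; binding 20 min at RT.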
TSHR antagonist = blocks TSH signaling through the human TSH receptor; 330,000 tested, 0.2% active; P16473; activity change, negative = inhibition, % at 11.5 µM; TSHR-expressing cells, TSH-stimulated cAMP HTRF, 2 h; hits give low values;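 active = activity change below a set negative limit, meaning inhibition stronger than a set level, cut at about -70% in these data; inconclusive = activity change between two set negative limits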; note: % is set by controls: 0 for no effect and ±100 for the full control effect
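Antagonism was scored as loss of TSH-driven cAMP in TSHR cells, stimulated with 4nM TSH (EC80) for 2 hours at 37 deg C and detected by homogeneous HTRF competition immunoassay.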
uPA generation = inhibitors of cell surface uPA generation | cell surface uPA generation assay, qHTS | Potency, µM (doses to about 38.3 µM), without a hit: at the top dose activity change, negative = inhibition, usual class: inhibitors | 330,000 tested, 0.31% active | AID 540303; active = well fitted inhibition curve with a large enough effect; inconclusive = small, poorly fitted or top-dose-only effect; inactive = no such curve, though single readings can be large or run the other way; tested in mouse RAW 264.7 cells; note: potency is the fitted concentration of half-maximal effect; % is set by controls: 0 for no effect and ±100 for the full control effect; nearly all actives have a fitted effect of over 55% in size
Chronic BCR inh = inhibitors of chronic active B-cell receptor signaling; 340,000 tested, 0.05% active; Potency, µM (top dose mostly 46.1 µM), for inactives: at the highest dose ratio change, negative = lower green/red ratio, hits mostly inhibitors; ABC-DLBCL IkBa-CBG/CBR reporter, luminescence ratio, 4 h; active = well fitted inhibition curve with a large enough effect in the signal ratio, with a control signal flat, not every such curve was filed as active; inconclusive = small, poorly fitted or top-dose-only effect, or effect the other way, or a change in a side signal; the % refers to the signal ratio;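 note: potency is the fitted concentration of half-maximal effect; plate controls were basal doxycycline-induced cells for no effect and cells given 10 µM MG132 for full effect; MG132 reads +100%, hits lower the ratio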
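Compounds up to 46 uM were incubated four hours with TMD8 cells whose green CBG68 luciferase is fused to IkappaBalpha; red CBR luminescence normalised the signal, and concentration-effect curves were fitted to fusion, red and ratio data.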
USP2a block = blocks human ubiquitin-specific protease USP2a; O75604; USP2 core, Ub-CHOP2 coupled fluorogenic reporter, 485/531; Potency, µM (highest dose often 38.3 µM), for inactives: at the highest dose activity change, negative = inhibition, hits mostly inhibitors; 330,000 tested, 0.01% active;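 note: potency is the fitted concentration of half-maximal effect; plate controls were DMSO wells for no effect and full inhibition by NEM control for full effect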
Target sequence (O75604 whole entry, looked up): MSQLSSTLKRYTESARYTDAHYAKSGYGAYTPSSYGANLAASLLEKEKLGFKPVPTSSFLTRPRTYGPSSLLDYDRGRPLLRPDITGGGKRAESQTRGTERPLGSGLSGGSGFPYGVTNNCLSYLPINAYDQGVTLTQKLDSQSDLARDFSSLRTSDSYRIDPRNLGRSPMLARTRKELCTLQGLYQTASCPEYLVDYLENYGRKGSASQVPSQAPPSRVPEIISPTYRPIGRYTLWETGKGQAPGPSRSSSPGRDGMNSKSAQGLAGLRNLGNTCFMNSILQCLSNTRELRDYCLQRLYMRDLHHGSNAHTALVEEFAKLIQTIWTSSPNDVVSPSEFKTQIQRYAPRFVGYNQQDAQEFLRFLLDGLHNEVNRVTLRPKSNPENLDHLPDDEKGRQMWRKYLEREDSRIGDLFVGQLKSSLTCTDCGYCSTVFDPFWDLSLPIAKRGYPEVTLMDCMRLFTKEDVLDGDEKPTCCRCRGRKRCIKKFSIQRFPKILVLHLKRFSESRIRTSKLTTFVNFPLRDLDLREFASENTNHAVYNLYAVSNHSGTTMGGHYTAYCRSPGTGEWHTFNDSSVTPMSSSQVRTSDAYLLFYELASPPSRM
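Cell-free coupled assay: 10nM USP2 core preincubated 30min RT with compound in Tris-HCl pH 8.0/CaCl2/CHAPS buffer, then 25nM Ub-CHOP2 and 25nM reporter substrate; fluorescence (Ex 485/Em 531) read after 60min RT, normalized to NEM inhibition, concentration-response curves fitted.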
Tb PFK inh = inhibitors of T. brucei phosphofructokinase; 330,000 tested, 0.17% active; Potency, µM (series often up to 57.5 µM), without a hit: at the top dose activity, negative = inhibition, actives largely listed as inhibitors; T. brucei PFK, ADP-Glo luminescence; AID 485367;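 note: potency is the fitted concentration of half-maximal effect; 0% = uninhibited 1x PFK enzyme wells and -100% = no-enzyme wells; nearly all actives have a fitted effect of over 60% in size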
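PFK 1.25 nM, F6P 0.5 mM, ATP 0.1 mM, 0.1 M TEA pH 8.0, 5 mM MgCl2, 0.01% Tween20, 0.1% BSA; 45 min RT. ADP-Glo readout. qHTS titration up to 57 uM; curves fitted, compounds curve-classed.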
Mito fusion yeast = blocks mitochondrial division or promotes mitochondrial fusion; S. cerevisiae fusion-defective mutant growth rescue, CellTiterGlo 48 h; Potency, µM (doses to about 46.1 µM), for the others: at the top dose growth rescue (activation), hits mostly activators; 320,000 tested, 0.23% active; AID 485298;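 note: potency is the fitted concentration of half-maximal effect; % of control where 0% means no effect; nearly all actives have a fitted effect of over 45% in size; temperature-sensitive fusion mutants such as fzo1-1 at 37 °C on non-fermentable ethanol glycerol medium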
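Luminescent cell viability in 1536-well qHTS format served as the measure of rescued growth in ts fusion-mutant S. cerevisiae cultured on non-fermentable YPEG for 48 hours at 37C.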
Eya2 inh = Eya2 (human) phosphatase inhibition; 330,000 tested, 0.006% active; AID 488837; Potency, µM (doses to about 76.9 µM), for inactives: at the highest dose activity, negative = inhibition, most hits filed as inhibitors; recombinant Eya2, OMFP fluorescence dephosphorylation (OMFP is methylfluorescein phosphate); O00167; note: potency is the fitted concentration of half-maximal effect; % is set by controls: 0 for no effect and ±100 for the full control effect
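Eya2 protein (added as 0.2 uM solution) was preincubated with compound for 10 min at ambient temperature in 50 mM HEPES pH 7.5, 50 mM NaCl, 5 uM MgCl2, 0.05% BSA, 1 mM DTT. OMFP (added at 50 uM) then reacted 10 min; fluorescence read at 485/525 nm.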
ELG1 DNA repair = inhibitors of ELG1-dependent DNA repair in HEK293T cells. HEK293T ELG1-luciferase reporter, luminescence, 16 h; DNA damage induced by 5-fluorouridine. 330,000 tested, 2.3% active. Potency, µM (titrated, usually from 46.1 µM), inactives show at the highest dose activity change, negative = inhibition, usual class: inhibitors. AID 504467; note: potency is the fitted concentration of half-maximal effect; % is set by controls: 0 for no effect and ±100 for the full control effect; nearly all actives have a fitted effect of over 55% in size
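Cells (2,000 per well) received 5-fluorouridine plus test compound or DMSO and were incubated 16 hr at 37 °C, 5% CO2. Luciferase activity was read by luminescence 30 min after ONE-Glo addition; signal suppression marked inhibition of damage-induced ELG1 function.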
TCR act = T cell receptor activation; primary human leukocytes, anti-CD3, IL-2 HTRF, 48 h; Potency, µM (highest dose often 9.22 µM), for inactives: at the highest dose activation of IL-2 secretion, actives largely listed as activators; 330,000 tested, under 10 active; AID 504894; note: % of control where 0% means no effect
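Readout: HTRF IL-2, Eu-cryptate/d2 antibody pair, 320nm excitation, 665nm emission. Stimulus: a-CD3 beads, no co-stimulation. Cells: primary human leukocytes. Exposure: 48 hr with compound.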
B2AR arrestin = agonists driving beta-arrestin recruitment to human beta2-adrenergic receptor. beta-arrestin recruitment to beta2AR, cell-based reporter. P07550. 330,000 tested, 0.02% active. Potency, µM (top dose mostly 46.1 µM), without a hit: top-dose activation, usual class: activators;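 note: potency is the fitted concentration of half-maximal effect; 0% = DMSO controls and full agonism = EC100 isoproterenol or metaproterenol; nearly all actives have a fitted effect of over 65% in size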
Numbers without * were called inactive; ? = inconclusive; · = not tested or not shown; [ ] = remark or other dose. Unless noted, calls come from the whole dose curve; as a rule, active = well fitted curve in the direction sought with a large enough effect; inconclusive = small, poorly fitted or top-dose-only effect, or another doubt; inactive = no such curve, though single readings can be large; an effect the other way counts as inactive or inconclusive.

SMILES	TSG101-PTAP inh	TSHR antagonist	uPA generation	Chronic BCR inh	USP2a block	Tb PFK inh	Mito fusion yeast	Eya2 inh	ELG1 DNA repair	TCR act	B2AR arrestin
Cc1ccc(C(=O)CC2(O)C(=O)N(Cc3ccc4c(c3)OCO4)c3ccccc32)cc1 (configuration not stated)	-5%	5	-11%	-1%	-3%	0%	27%	-8%	-12%	-2%	0.4%
NC(=O)c1nsc(C(=O)N(c2ccccc2)C(C(=O)NC2CCCC2)c2ccncc2)c1N (configuration not stated)	-5%	-5	0%	?	3%	8%	-5%	-6%	10%	-7%	-0.6%
COc1cc(C(C)=O)ccc1OCC(=O)NCC(c1ccc(F)cc1)N1CCOCC1 (configuration not stated)	0%	-4	2%	-4%	2%	4%	·	5%	4%	-2%	0.0%
CN(C)CCCNC(=O)/C=C/c1ccc2c(c1)OCO2	-1%	2	0%	1%	2%	0%	-1%	2%	?	1%[46.1 µM]	0.1%
CCOC(=O)C1=C(N)Oc2c(oc(CO)cc2=O)C1c1ccc(F)cc1 (configuration not stated)	1%	0	-4%	-18%	-2%	9%	-1%	-5%	-4%	8%[46.1 µM]	-0.6%
CCn1c(=S)[nH]c2cc(C(=O)OC)ccc2c1=O	-4%	-3	-1%	?	-2%	1%	-7%	-8%	1%	23%	-0.2%
COc1cccc(CNC(=O)CCS(=O)(=O)c2cccc3nonc23)c1	-8%	-14	-1%	-5%	-1%	2%	-9%	19%	-1%	-1%	-0.2%
COc1ccc(C(=O)C2CCCN(S(=O)(=O)C(C)C)C2)c(C)c1 (configuration not stated)	-4%	-4	7%	?	0%	-1%	4%	5%	-26%	-1%	0.0%
Cc1cccc(-c2noc(CCCC(=O)NC3CCCC3)n2)c1	-6%	-11	-7%	?	-1%	0%	21%	1%	-28%	4%	-1.0%
CCC(C)NCCOCCSc1ccc(Cl)cc1 (configuration not stated)	-2%	20	-2%	-22%	-6%	-4%	-8%	-10%	-12%	-2%	-1.0%
Clc1ccc(CN2CCCCCC2)cc1Cl	-2%	-2	13%	3%	2%	-18%	3%	-6%	-3%	-18%	0.0%
O=C1CCCC2=C1C(c1ccsc1)CC(=O)N2c1ccccc1 (configuration not stated)	-2%	6	·	9%	3%	-15%	-8%	-17%	4%	-5%	-0.2%
O=C(O)COCC(=O)N1CCN(C2c3ccccc3-c3ccccc32)CC1	-10%	-5	-1%	2%	0%	-1%	-2%	8%	-11%	-3%	-0.3%
O=C1CC(O)(C(F)(F)F)Oc2c1ccc1ccccc21 (configuration not stated)	-2%	-3	-6%	3%	2%	0%	28%	-9%	12%	·	0.2%
CN(CC(=O)N1CCN(c2ccccn2)CC1)S(=O)(=O)c1ccccc1	-1%	0	-2%	5%	4%	-2%	0%	5%	?	0%	3.3%
COc1ccccc1NS(=O)(=O)c1cc(NC(=O)C(C)(C)C)ccc1N1CCOCC1	-2%	-1	-1%	1%	1%	1%	4%	7%	?	-5%	-0.2%
CCOC(=O)[C@H]1[C@H]2COc3ccc(C)cc3[C@@H]2N2C(=O)CN(Cc3ccc(OC)cc3)C(=O)[C@@]12C	·	-1	14%	-4%	-1%	0%	4%	4%	-15%	7%	3.9%
N#CCCN(C(=O)COC(=O)c1ccc(CNS(=O)(=O)c2ccc(F)c(Cl)c2)cc1)c1ccc(F)cc1	1%	19	-6%	2%	-6%	0%	0%	-14%	-21%	0%	0.8%
C=CCNC(=S)N/N=C/c1ccc(OCc2ccccc2)cc1	-2%	-2	24%	-3%	1%	1%	-2%	4%	?	2%	0.1%
O=C(OCc1cc(=O)n2ccsc2n1)c1ccccc1O	-2%	0	7%	?	1%	-21%	·	5%	?	0%	0.3%
CCc1sc(C(=O)NCc2ccccc2)cc1C	0%	3	1%	-2%	1%	2%	6%	-6%	12%	6%	-0.2%
O=C1C2C3C=CC(C3=C(c3ccccc3)c3ccccc3)C2C(=O)N1Cc1ccccc1 (configuration not stated)	-1%	-9	9%	9%	0%	1%	3%	0%	-8%	-3%	-0.3%
COc1ccc(CCNc2c([N+](=O)[O-])c(=O)oc3ccccc23)cc1OC	-4%	-15	-1%	-7%	1%	0%	2%	1%	-17%	3%	0.0%
CCc1cc2c(=O)n(Cc3ccco3)c(SCC(=O)N(C)C3CCS(=O)(=O)C3)nc2s1 (configuration not stated)	0%	13	-7%	?	-8%	?	1%	-20%	1%	-22%	0.6%
O=C(Nc1ccc(Cl)cc1Cl)NC1CCCC1	0%	-7	-4%	?	0%	1%	11%	4%	?	1%	0.1%
(list continues)
SMILES	TSG101-PTAP inh	TSHR antagonist	uPA generation	Chronic BCR inh	USP2a block	Tb PFK inh	Mito fusion yeast	Eya2 inh	ELG1 DNA repair	TCR act	B2AR arrestin
Cc1ccc(C2/C(=C(\O)c3ccc4c(c3)OCCO4)C(=O)C(=O)N2CCCN(C)C)o1 (configuration not stated)	·	3	·	3%	-1%	1%	-3%	1%	?	·	0.3%
CC1=CC(C)C2C(=O)N(O)C(=O)C2C1 (configuration not stated)	-3%	6	1%	-5%	3%	3%	-4%	-23%	5%	-1%	-0.4%
CCC(C)[C@H](NC(=O)[C@H](Cc1ccccc1)n1c(=O)[nH]c2ccccc2c1=O)C(=O)N1CCC[C@@H]1C(=O)O (some centres not stated)	-5%	-8	-6%	-9%	1%	-5%	-1%	-10%	?	1%	-0.5%
CS(=O)(=O)N(CC(=O)NC1CCCCCC1)Cc1ccc(Cl)cc1	-2%	-8	·	3%	3%	4%	1%	-5%	-10%	3%	-2.0%
CCC(CC)c1nnc(NC(=O)c2ccco2)s1	-7%	8	-12%	4%	2%	-6%	25%	-1%	6%	-1%	0.4%
O=C(COC(=O)COc1ccc(Br)cc1)NCc1ccc2c(c1)OCO2	1%	-7	2%	7%	3%	-1%	·	0%	9%	-3%[46.1 µM]	-0.1%
COc1ccccc1N1CCN(/N=C/c2cccc(OC)c2OC)CC1	-1%	-7	7%	-2%	4%	-2%	9%	3%	20%	-6%	-0.1%
CCOc1ccccc1N(CC(=O)NC(C)(C)C)C(=O)c1ccc(CN2CCOCC2)o1	-8%	2	·	-2%	?	-5%	2%	20%	1%	-1%	-0.2%
CCC1(CC)Cc2ccccc2-c2nc(NN)[nH]c(=O)c21	-3%	5	0%	?	0%	0%	6%	-7%	1%	-2%	-0.6%
CCCc1c2c(cc3c(=O)cc(C(=O)OCC)oc13)CCCC2	-1%	-5	8%	-2%	4%	0%	-28%	-2%	0%	6%	-0.6%
CC(OC(=O)/C=C/c1ccccc1Cl)C(=O)NC1CCCCC1C (configuration not stated)	0%	4	-33%	2%	-1%	2%	9%	-5%	7%	-8%	4.7%
COc1cccc(NC(=S)N(Cc2ccc(Cl)cc2)Cc2ccc(C(=O)O)cc2)c1	0%	3	?	14%	0%	2%	8%	-2%	-13%	-13%	0.0%

Among those listed so far, 3 contain a thiophene ring, fused or not:
SMILES	TSG101-PTAP inh	TSHR antagonist	uPA generation	Chronic BCR inh	USP2a block	Tb PFK inh	Mito fusion yeast	Eya2 inh	ELG1 DNA repair	TCR act	B2AR arrestin
O=C1CCCC2=C1C(c1ccsc1)CC(=O)N2c1ccccc1 (configuration not stated)	-2%	6	·	9%	3%	-15%	-8%	-17%	4%	-5%	-0.2%
CCc1sc(C(=O)NCc2ccccc2)cc1C	0%	3	1%	-2%	1%	2%	6%	-6%	12%	6%	-0.2%
CCc1cc2c(=O)n(Cc3ccco3)c(SCC(=O)N(C)C3CCS(=O)(=O)C3)nc2s1 (configuration not stated)	0%	13	-7%	?	-8%	?	1%	-20%	1%	-22%	0.6%

Rows were taken by chance; overall some 3% were active at least once.
